GRP78 ERSR act = qHTS for Inducers of the Endoplasmic Reticulum Stress Response (ERSR) in Human Glioma: qHTS; U87-MG GRP78 promoter luciferase reporter, 16 h; 0.02% of 420,000 active; Potency, µM, without a hit: top-dose activation, hits mostly activators; also: potency is read from the fitted curve at half-maximal effect; series mostly up to about 76 µM; % of control where 0% means no effect; nearly all actives have a fitted effect of over 35% in size
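Stably transfected U87-MG glioma cells carrying a GRP78-based luciferase sensor; 16 h compound incubation. Luminescence end-point read 10 min after Bright-Glo addition at room temperature.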
Vif-APOBEC3F blk = qHTS for Inhibitors of Vif-A3F Interactions: qHTS; AID 602313, 2012; Potency, µM (top dose mostly 46.1 µM), for the others: top-dose activity, negative = active; 0.2% of 390,000 active; HeLa A3F-eYFP + Vif (tagged APOBEC3F with the HIV-1 protein that degrades it), YFP fluorescence increase; also: potency is read from the fitted curve at half-maximal effect; % of control where 0% means no effect; nearly all actives have a fitted effect of over 65% in size
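HeLa cells stably expressing Vif plus C-terminally eYFP-tagged A3F were seeded, incubated overnight at 37 deg C, dosed with compound, incubated overnight again at 37 deg C. Yellow fluorescence (Ex 488/Em 500-530) reported blocked Vif-mediated A3F-eYFP degradation.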
USP1 inh = Inhibitors of USP1/UAF1: Primary Screen. Ubiquitin carboxyl-terminal hydrolase 1 (Homo sapiens), O94782. recombinant USP1/UAF1, Ub-Rhodamine cleavage fluorescence. Potency, µM (series often up to 57.1 µM), inactives show at the top dose activity change, negative = inhibition, usual class: inhibitors. 0.23% of 390,000 active; also: potency is read from the fitted curve at half-maximal effect; % is scaled to controls: 0 for no effect and ±100 for the full control effect; nearly all actives have a fitted effect of over 60% in size; inactives centre near -12
Target sequence (O94782 whole entry, looked up): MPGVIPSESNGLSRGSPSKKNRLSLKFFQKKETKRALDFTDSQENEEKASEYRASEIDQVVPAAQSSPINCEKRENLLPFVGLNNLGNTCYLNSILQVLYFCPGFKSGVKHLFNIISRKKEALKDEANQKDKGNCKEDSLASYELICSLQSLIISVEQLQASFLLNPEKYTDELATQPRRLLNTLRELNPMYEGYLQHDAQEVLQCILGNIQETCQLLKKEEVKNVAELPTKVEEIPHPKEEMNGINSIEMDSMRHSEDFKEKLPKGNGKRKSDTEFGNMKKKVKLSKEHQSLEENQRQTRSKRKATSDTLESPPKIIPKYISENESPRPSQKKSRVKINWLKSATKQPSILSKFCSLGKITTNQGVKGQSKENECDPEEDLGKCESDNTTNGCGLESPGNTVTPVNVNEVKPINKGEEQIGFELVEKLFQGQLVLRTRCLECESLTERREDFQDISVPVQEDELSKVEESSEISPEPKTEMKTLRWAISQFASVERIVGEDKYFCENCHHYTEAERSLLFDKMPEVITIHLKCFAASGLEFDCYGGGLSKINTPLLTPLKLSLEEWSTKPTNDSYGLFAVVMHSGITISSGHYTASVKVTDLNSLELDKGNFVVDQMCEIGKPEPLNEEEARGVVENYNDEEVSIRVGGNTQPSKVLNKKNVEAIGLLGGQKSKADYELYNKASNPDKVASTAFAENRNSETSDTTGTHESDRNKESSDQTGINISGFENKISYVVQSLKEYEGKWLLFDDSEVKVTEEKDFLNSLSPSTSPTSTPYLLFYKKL
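USP1/UAF1 complex (1 nM) preincubated 15 min at room temperature with compound, then Ub-Rho substrate (150 nM final) added. Kinetic fluorescence at 480/540 nm over 6 reads at 60 s intervals; 50 mM HEPES pH 7.8, 0.5 mM EDTA, 0.1 mg/ml BSA, 1 mM TCEP, 0.01% Tween-20.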
IDH1 R132H inh = qHTS for Inhibitors of mutant isocitrate dehydrogenase 1 (IDH1): qHTS; 0.093% of 390,000 active; IDH1-R132H enzyme, NADPH consumption, diaphorase/resazurin fluorescence; Potency, µM (doses to about 76.6 µM), without a hit: top-dose activity change, negative = inhibition, usual class: inhibitors; AID 602179, 2012; also: potency is read from the fitted curve at half-maximal effect; % is scaled to controls: 0 for no effect and ±100 for the full control effect; nearly all actives have a fitted effect of over 65% in size
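IDH1-R132H (0.5 ug/mL) preincubated 30 min with compound, then NADPH (0.016 mM) and alpha-KG (2 mM) added; 80 min at RT, pH 7.5. Remaining NADPH coupled via diaphorase/resazurin to fluorescence (540/590 nm); concentration-response curves normalized to no-enzyme control.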
LDHA inh = qHTS assay for inhibitors of human lactate dehydrogenase. activity change, % (values are at about 110 or 230 µM). AID 1347041, 2019. 0.15% of 480,000 active. purified LDHA, NADH/diaphorase-resazurin fluorescence; stronger effect = lower value; in the data active = activity change below about -30%; inconclusive = mostly about -25% to -30%;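 also: plate controls were DMSO wells for no effect and wells without enzyme for full effect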
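Resorufin fluorescence (ex540/em590), read at 0 and 20 min after diaphorase/resazurin addition, reports the NADH left after a 5 min room-temperature reaction of 2 nM human LDH5 with 0.06 mM NADH and 0.2 mM pyruvate.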
Vif-A3G inh = qHTS for Inhibitors of Vif-A3G Interactions: qHTS. DNA dC->dU-editing enzyme APOBEC-3G (Homo sapiens), Q9HC16. HeLa A3G-eYFP + Vif (tagged APOBEC3G with the HIV-1 protein that degrades it), YFP fluorescence, overnight. Potency, µM (titrated, usually from 46.1 µM), inactives show at the top dose activity, negative = active, usual class: inhibitors. 0.076% of 410,000 active. AID 602310, 2012;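 also: potency is read from the fitted curve at half-maximal effect; % is scaled to controls: 0 for no effect and ±100 for the full control effect; nearly all actives have a fitted effect of over 60% in size; hits raise eYFP signal because A3G escapes Vif-driven loss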
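Read-out is eYFP fluorescence (Ex 488/Em 500-530) from Vif-expressing HeLa A3G-eYFP cells; more signal means A3G escaped Vif-mediated degradation. Cells plated overnight, compound pinned in, incubated overnight at 37 deg C.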
rTrxR1 inhibitor = qHTS Assay for Inhibitors of Mammalian Selenoprotein Thioredoxin Reductase 1 (TrxR1): qHTS. Thioredoxin reductase 1, cytoplasmic (Rattus norvegicus), O89049. recombinant rTrxR1, NADPH fluorescence consumption, selenite substrate. Potency, µM (titrated, usually from 114 µM), for the others: at the top dose activity change, negative = inhibition, hits mostly inhibitors. 1% of 390,000 active. AID 588453, 2011; also: potency is read from the fitted curve at half-maximal effect; % is scaled to controls: 0 for no effect and ±100 for the full control effect; nearly all actives have a fitted effect of over 65% in size
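Rat TrxR1 (90 nM in the dispensed reagent) was pre-reduced with 400 uM NADPH for 5 min at room temperature, then incubated with compound for 15 min. After 400 uM selenite was added, NADPH fluorescence (Ex 340/Em 450 nm) was followed for 8 min.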
TrxR1 substrate = qHTS Assay for Substrates of Mammalian Selenoprotein Thioredoxin Reductase 1 (TrxR1): qHTS; Thioredoxin reductase 1, cytoplasmic (Rattus norvegicus), O89049; purified TrxR1 substrate turnover, NADPH consumption readout; Potency, µM (highest dose often 114 µM), for inactives: at the highest dose activity change, negative = substrate turnover; 0.01% of 390,000 active; AID 588456, 2011; also: potency is read from the fitted curve at half-maximal effect; % is scaled to controls: 0 for no effect and ±100 for the full control effect; nearly all actives have a fitted effect of over 50% in size
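Rat TrxR1, dispensed at 90 nM, was prereduced with 400 uM NADPH (final) for 5 min at ~22 deg C, then incubated with compound 15 min before 400 uM selenite. A first-read NADPH fluorescence drop versus no-compound background flagged substrates.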
RGS4 inh = Inhibitors of Regulator of G Protein Signaling (RGS) 4: qHTS | Regulator of G-protein signaling 4 (Homo sapiens), P49798 | Transcreener GDP fluorescence polarization, RGS4-accelerated GTP hydrolysis | Potency, µM (highest dose often 114 µM), for the others: top-dose activity change, negative = inhibition, actives largely listed as inhibitors | 0.039% of 390,000 active; also: potency is read from the fitted curve at half-maximal effect; % is scaled to controls: 0 for no effect and ±100 for the full control effect; nearly all actives have a fitted effect of over 75% in size; some results filed as inactive show a strong effect at the top dose
Target sequence (P49798 whole entry, looked up): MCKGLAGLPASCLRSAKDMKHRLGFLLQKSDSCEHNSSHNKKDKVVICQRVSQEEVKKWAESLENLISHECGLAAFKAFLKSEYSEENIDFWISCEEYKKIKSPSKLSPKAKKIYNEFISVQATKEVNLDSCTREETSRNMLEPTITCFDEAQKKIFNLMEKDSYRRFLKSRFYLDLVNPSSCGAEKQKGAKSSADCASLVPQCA
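MLSMR compounds (23 nl, pin-transferred) preincubated 10 min at room temperature with a 500nM (2x) first reagent, then RGS4 at 900nM (2x) plus Transcreener GDP mix added; fluorescence polarization (620/688 nm) read before and after 90 min at 30 °C.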
* marks the source's active call; other numbers are inactive results; u = inconclusive; & = joins results of further samples; [ ] = dose if it differs, or a comment. Unless noted, calls follow the shape of the dose curve; as a rule, active = well fitted curve in the direction sought with a large enough effect; inconclusive = small, poorly fitted or top-dose-only effect, or another doubt; inactive = no such curve, though single readings can be large; an effect the other way counts as inactive or inconclusive. Some of the compounds tested, so the mix of outcomes need not match the whole.

Each structure is followed by: Vif-A3G inh | IDH1 R132H inh | TrxR1 substrate | USP1 inh | GRP78 ERSR act | Vif-APOBEC3F blk | LDHA inh | rTrxR1 inhibitor | RGS4 inh
- Cc1ccc(CNS(=O)(=O)c2ccc(F)c(C(=O)Nc3ccc(C)c(F)c3)c2)cc1
    -1% | 14% | -4%[57.1 µM] | -18% | -6% | 0% | 0 | 14%[57.1 µM] | -7%
- CCOC(=O)N1CCN(S(=O)(=O)c2ccc3[nH]c(=O)oc3c2)CC1
    -4% | -4% | -5% | -9% | -2% | 19% | -3 | 24% | 2%
- C=CCNC(=O)NC(=O)CSc1nc2cc([N+](=O)[O-])ccc2n1-c1cccc(C(F)(F)F)c1
    -7% | 0% | -2% | -22% | -4% | -2% | -4 | 9% | -1%
- CCC(=O)Nc1ccc2c(c1)nc1n2CCSC1
    3% | -2% | -3% | -4% | -1% | 0% | 8&7 | 15% | 23%
- CCC(NC(=O)C1CCCC1)c1ccccc1 (stereo unspecified)
    1% | -1% | -11%[57.1 µM] | 8% | -3% | 2% | -1 | -14%[57.1 µM] | 13%
- COc1ccc(-c2ccc(SCC(=O)NC3CCCCC3)nn2)cc1
    0% | -3% | 2% | -8% | -3% | 3% | -5 | 18% | 1%
- Cc1ccc(C(=O)NC(=S)Nc2ccc(Oc3ccc(Cl)cc3)cc2)cc1
    2% | 3% | 5% | -16% | 0% | -7% | 0 | 6% | -24%
- CCCn1c(SCC(=O)NC2CCCCC2)nnc1-c1ccco1
    -1% | -1% | 8%[57.1 µM] | -10% | -2% | 7% | -3 | 21%[57.1 µM] | 1%
- O=S(=O)(NC1CCN(Cc2ccccc2)CC1)c1cccc2cccnc12
    -2% | 1% | 10%[57.1 µM] | -10% | -3% | -4% | 4 | -22% | 13%
- Nc1ccn([C@H]2CC[C@@H](CO)O2)c(=O)n1
    -1% | -15% | 4%[57.1 µM] | -15% | -5%&-3%&-4%&-2%&-3% | 5% | -6 | 7%[57.1 µM] | 6%[56.9 µM]
- COC(=O)CC(NC(=O)c1ccc(C)cc1)c1ccccc1 (stereo unspecified)
    0% | -7% | 4% | -11% | 0% | -1% | -5 | 20% | 12%
- Cc1cccc(C)c1NC(=O)CNC(=O)c1cccnc1
    -1% | 0% | 5% | -26% | -1% | 2% | -2 | 16% | -26%
- O=C1NCCCCC1NS(=O)(=O)c1ccccc1 (stereo unspecified)
    1% | -3% | 9%[57.1 µM] | u | -6% | -3% | -5 | 14%[57.1 µM] | 8%
- Nc1ccc(S(N)(=O)=O)cc1
    -3% | 2% | -2% | 15% | -5%&-5%&-2%&-3% | 3% | -13 | 12% | -1%
- CC(=O)N1N=C(c2ccncc2)OC1(Cc1ccccc1)Cc1ccccc1
    -7% | -25% | 63%[activator] | -6% | -3% | 8% | -2 | 11% | 28%
- COc1ccc(NC(=O)CSc2nc3ccccc3nc2N2CCCCC2)cc1
    0%&2% | -12%&-22% | -2%[57.1 µM] | u | -1%&-3% | 2%&0% | -7&16&-1 | 10%[57.1 µM] | -5%&34%
- C/C=C/c1ccc(OCC(=O)Nc2cc(Cl)ccc2-n2cncn2)c(OC)c1
    1% | 2% | 2% | -15% | 0% | -15% | -2 | 20% | -27%
- O=C1CCC(C(=O)OCc2nnc(-c3ccccc3)o2)=NN1
    1% | 13% | -7% | -6% | 1% | 8% | -6 | -7% | -5%
- O=C(OCC(=O)N1CCCCC1)c1cc(NS(=O)(=O)c2ccc(Cl)c([N+](=O)[O-])c2)ccc1O
    -22% | 5% | -4% | -19% | u | -14% | -2 | -29% | -37%
- O=C(/C=C1\SC(=O)N(CC(=O)Nc2ccc(F)cc2)C1=O)Nc1ccc(Cl)cc1
    -2% | -7% | 4% | -5% | 7% | -2% | -6 | 11%[57.1 µM] | -17%
- CCOC(=O)/C=C/C(=O)Nc1cc(S(=O)(=O)Nc2ccc(OC)cc2)ccc1N1CCOCC1
    -18% | -1% | -5% | -9% | -8% | 2% | -3 | u | -5%
- O=C(CCNS(=O)(=O)c1cccc2nsnc12)NC1CCCc2ccccc21 (stereo unspecified)
    1% | -2% | 13%[57.1 µM] | -13% | -2% | -3% | -2 | 13%[57.1 µM] | -2%
- O=C(CCCOc1ccc(Cl)cc1Cl)N1CCc2ccccc2C1
    3% | 7% | -3%[57.1 µM] | -18% | -1% | -11% | 6 | 17% | 21%
- Cc1cccn2cc(CCNS(=O)(=O)c3cccc([N+](=O)[O-])c3)nc12
    -8% | 3% | -4%[0.0914 µM] | -16% | -3% | 18% | -5 | 15% | -21%
- COc1ccccc1CNc1ccc(CNc2ncn[nH]2)cc1
    0% | -2% | -1% | -5% | -1% | 1% | 2 | 8% | 2%
- O=C(CCN1C(=O)C2C3C=CC(C3)C2C1=O)Nc1ccccn1 (stereo unspecified)
    0% | 0% | 5% | -16% | -2% | -5% | -9 | 19% | 7%
- CCC(=O)Nc1nnc(-c2ccc(Cl)s2)o1
    1% | -4% | 3% | -10% | 0% | -6% | 0 | 4% | -14%
- COc1ccccc1NC(=O)N[C@@H](Cc1c[nH]c2ccccc12)C(=O)NN
    -3% | -6% | -1% | -11% | -4% | 5% | -5 | 13% | -42%[56.9 µM]
- O=C(Nc1ccccc1OC(F)F)c1ccc(Br)o1
    -1% | 0% | -6% | -22% | -2% | 3% | -7 | -2% | 38%
- CN(C)S(=O)(=O)c1ccc(N2CCCC2)c(C(=O)NC2(C)CCS(=O)(=O)C2)c1 (stereo unspecified)
    2% | 2% | -11% | -19% | -1% | -25% | -4 | -18% | 21%
- CC(=O)Nc1ccc(S(=O)(=O)Oc2ccc(Br)cc2C(=S)N2CCOCC2)cc1
    -7% | -4% | -4% | -4% | -4% | 7% | -15 | 3% | -32%
- COc1ccccc1N1CCN(C(CNC(=O)C(=O)NCCN(C)C)c2cccnc2)CC1 (stereo unspecified)
    -1% | -9% | 8%[11.4 µM] | 1% | 3% | 5% | -3 | 13% | -23%
- COc1ccc(N2CCN(C(=O)COC(=O)CCS(=O)(=O)c3ccc(C)cc3)CC2)cc1
    -4% | -16% | -1% | 3% | -3% | 6% | -2 | 7% | 9%
- COCCCNC(=S)N/N=C/c1ccc(N(C)C)cc1
    -5% | 0% | 29%[57.1 µM] | -17% | 7% | u | -5 | -1%[57.1 µM] | -11%
- O=C1NC(=O)C(c2ccccc2)(c2ccccc2)N1
    1%&-6% | 1%&-4% | 10%[57.1 µM] | u | -2%&-2%&-4%&1%&-5%&2%&-3% | -2%&-4% | -1&-6 | 21%[57.1 µM] | 36%[activator][56.9 µM]
- O=C(COC(=O)CNC(=O)c1ccccc1)Nc1cccc(Br)c1
    1% | 0% | -4% | -3% | -3% | 0% | -13 | -4% | 8%
- COCCSc1nnc(NC(=O)CSc2ccccc2)s1
    -6% | -2% | -1% | 5% | 1% | -7% | -1 | 20% | -19%
- CCOC(=O)c1cc2c(=O)n3ccccc3nc2n(CCOC)c1=NC(=O)c1c(-c2c(F)cccc2Cl)noc1C
    -9%&-7% | 0%&-19% | 20%[57.1 µM] | -19%&1% | 0%&-1% | -1%&3% | -2&2 | 31%[57.1 µM] | 1%&0%
- O=c1cc(-c2ccccc2)[nH]n2cnnc12
    2% | -14% | -15% | -12% | 6% | 14% | -10 | u | -23%[56.9 µM]
- CCCOCCc1nnc(N)s1
    -7% | 0% | 2% | -11% | -2% | 11% | -1 | 12% | -4%
- O=C(COc1ccccc1F)N1CCN(S(=O)(=O)/C=C/c2ccccc2)CC1
    -3% | 0% | -2% | -4% | -4% | 1% | -1 | 3% | -13%
- Cc1cc(C)n(CC(=O)NNC(=O)c2ccc(NC(=O)CC#N)cc2)n1
    -1% | 4% | 12% | -17% | 1% | 4% | -1 | 26% | -6%
- O=C(NCc1ccccn1)C1CCC(=O)N1C1CCCCC1 (stereo unspecified)
    5% | 1% | 0% | u | -6% | -2% | -2 | 12% | 19%
- O=C(COC(=O)C12CC3CC(CC(Cl)(C3)C1)C2)Nc1ccccc1
    1% | -9% | -3% | -21% | 0% | 1% | -3 | 4% | -8%
- O=c1/c(=C/c2cccc3ccccc23)sc2ncnn12
    2% | 1% | -5% | -22% | 1% | -2% | -11 | -9% | 16%
- COc1ccc(Nc2ncc(C#N)c(N)n2)c(OC)c1
    3% | 6% | -4%[2.29 µM] | -3% | 3% | 5% | 2 | -13%[2.29 µM] | -20%
- Cc1ccc(NS(=O)(=O)c2cccc3nsnc23)cc1[N+](=O)[O-]
    1% | 8% | -1% | -7% | 1% | 0% | -3 | -3% | -1%
